Screens from PubChem.
tuberculosis growth: growth inhibition of non-replicating M. tuberculosis (AID 488890); Mycobacterium tuberculosis non-replicating, growth inhibition; higher % means a stronger effect; inhibition, % at 25 µM; hits with a dose series show IC50 in µM; 320,000 tested, 0.39% active; in the data active means a potency from the dose series; inconclusive means inhibition mostly from about 82% at the one dose, without a potency; inactive means the rest, 99 in 100 with inhibition below about 76%;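 further: plate controls were DMSO cells for no effect and high antibiotic wells for full effect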
H1N1 NS1A inhibition: H1N1 influenza NS1A inhibitors, functional cell based assay (AID 504329); NS1A functional cell-based assay, percent inhibition; higher % means a stronger effect; inhibition, % at 12.5 µM; hits with a dose series show IC50 in µM; 340,000 tested, 0.3% active; in the data active means a potency from the dose series; inconclusive means inhibition above about 27% without an active follow-up result; further: strong numbers were not always called active
H37Rv inhibition: M. tuberculosis growth inhibition, HTS (AID 449762). M. tuberculosis H37Rv growth inhibition, 7H9 media; higher % means a stronger effect. one-dose inhibition, % at 25 µM; IC50 in µM for titrated hits. 330,000 tested, 0.59% active; in the data active means a potency from the dose series; inconclusive means inhibition above about 70% without an active follow-up result;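 further: bacterial growth assessed after seven days of incubation; strong numbers were not always called active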
VEEV TC-83 Vero: inhibitors of VEEV TC-83 cytopathic effect, confirmation, Vero cells (AID 588727) | 350,000 tested, 0.13% active | inhibition, % at 20 µM; hits with a dose series show IC50 in µM | Vero cells, VEEV TC-83 cytopathic effect inhibition; higher % means a stronger effect; in the data active means a potency from the dose series; inconclusive means inhibition mostly from about 14% at the one dose, without a potency; inactive means the rest, 99 in 100 with inhibition below about 12%; further: strong numbers were not always called active
PhoP GFP inhibition: Inhibition of PhoP regulon, Salmonella typhi GFP reporter cells, confirmation, 4 h (AID 1850). inhibition, % at 50 µM, or IC50 in µM where a hit was titrated. 310,000 tested, 0.33% active. Salmonella Typhi PhoP-promoter GFP reporter, fluorescence, 4 h; higher % means a stronger effect; in the data active means a potency from the dose series; inconclusive means inhibition mostly from about 25% at the one dose, without a potency; inactive means the rest, 99 in 100 with inhibition below about 19%;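 further: 0% = induced wells with vehicle and 100% = uninduced wells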
VEEV TC-83 Vero 10K pilot screen: second read-out of VEEV TC-83 Vero, no call of its own (marks repeat the call); inhibition, %; measured here: 10K pilot screen inhibition
* marks the source's active call; other numbers are inactive results; i = inactive; ? = inconclusive; . = no result given.

SMILES	tuberculosis growth	H1N1 NS1A inhibition	H37Rv inhibition	VEEV TC-83 Vero	PhoP GFP inhibition	others
CCOC(=O)C1=C(O)/C(=C/c2ccc(OCC(=O)O)c(OCC)c2)SC1=Nc1ccc(OC)cc1	-2%	-4%	18%	11%	1%
CC(C)c1ccc(NC2CCCN(C(=O)c3ccoc3)C2)cc1 (configuration not stated)	7%	1%	-4%	0.7%	4%
CCN(CC(=O)NCc1ccc(F)cc1)C(=O)C1CCN(S(=O)(=O)c2ccc(C(C)C)cc2)CC1	.	-3%	.	1.5%	.
COc1ccc(CN(C)C(=O)c2cccc(NC(=O)CC3SC(N4CCCCC4)=NC3=O)c2)c(OC)c1 (configuration not stated)	.	4%	.	12%	.
COC(=O)c1[nH]c2cc(C)ccc2c1NC(=O)CN1CCN(c2ccccc2OC)CC1	42%	5%	?	8.5%	-13%
O=C(CN1CCCCC1)N/N=C/c1ccccc1OCc1ccccc1	-3%	2%	-2%	0.9%	-4%
CC(C)c1ccc(NC(=O)C2CCN(C(=O)[C@@H]3Cc4ccccc4CN3)CC2)cc1	52%	11%	6%	5.0%	-8%
CN(C)C(Cc1ccccc1)C(=O)c1c[nH]c2ccccc12 (configuration not stated)	40%	20%	2%	0.3%	12%
Cc1ccc(CNC(=S)NCc2ccncc2)cc1	20%	-13%	9%	1.5%	-14%
COc1ccc(OC)c(-c2cc(C(=O)N3CCCc4ccccc43)no2)c1	3%	1%	-2%	i	-1%
Cc1nc2nc(C)c(NS(=O)(=O)c3ccc(C(C)(C)C)cc3)c(=O)n2[nH]1	6%	12%	2%	0.3%	-8%
CCOc1cc(/C=N/NC(=O)C2CCCC2)ccc1OC(C)C	8%	-2%	-7%	6.8%	0%
C[C@@H](C(=O)Nc1ccc(OC(F)F)c(Cl)c1)N1C(=O)C2CC=CCC2C1=O (some centres not stated)	-10%	2%	-1%	1.1%	.
CC(=O)Nc1cccc(NC(=O)CN2c3cccc4cccc(c34)S2(=O)=O)c1	6%	-11%	-3%	2.6%	.
N#CCCN(C(=O)COC(=O)CNS(=O)(=O)c1ccc2ccccc2c1)c1ccccc1	24%	-7%	-9%	0.6%	.
CCC(=O)N1CCN(c2ccc(NC(=O)COc3cccc(C)c3C)cc2)CC1	-2%	6%	7%	3.8%	-26%
CCOc1ccccc1OCCCC(=O)OCC(=O)Nc1cccc(Cl)c1	56%	6%	3%	0.4%	-8%
CCN(CC)S(=O)(=O)c1ccc2oc(SCC(=O)NC3CC3)nc2c1	22%	-6%	-8%	0.1%	-4%
Nc1nc(N)c(C=Nc2ccc(Br)cc2)c(Nc2ccc(Br)cc2)n1	41%	6%	28%	22%	-13%
Cc1ccc(S(=O)(=O)N2CCN(C(=O)COC(=O)CNC(=O)c3ccc(Cl)cc3Cl)CC2)c(C)c1	.	-5%	.	i	.
CCCn1c(NC(=O)CCS(=O)(=O)c2ccc(C)cc2)nc2ccccc21	14%	0%	?	8.6%	-3%
CCS(=O)(=O)Nc1cccc(C2=NN(S(=O)(=O)CC)C(c3ccccc3)C2)c1 (configuration not stated)	-3%	8%	-4%	1.0%	-2%
COc1ccccc1CCC(=O)N(Cc1ccccc1)c1c(N)n(Cc2ccccc2)c(=O)[nH]c1=O	54%	-8%	-8%	4.3%	-3%
Cc1c(OCC(=O)NC2CC(C)(C)NC(C)(C)C2)ccc2c3c(c(=O)oc12)CCC3	33%	3%	7%	1.4%	-9%
CC1(C)SC2c3ccccc3C(=O)N2[C@@H]1C(=O)NCCCN1CCOCC1 (some centres not stated)	-8%	0%	-5%	0.4%	0%
O=[N+]([O-])c1ccc(N2CCN(CCO)CC2)cc1Sc1nc2ccccc2[nH]1	62%	-2%	12%	1.0%	5%
O=C(COC(=O)CNS(=O)(=O)c1ccc2ccccc2c1)Nc1ccccc1Sc1ccccc1	2%	-1%	0%	0.4%	-8%
CCOC(=O)c1c(NC(=O)c2ccccc2N(C)S(=O)(=O)c2ccccc2)sc2c1CCCC2	24%	-10%	9%	10%	-5%
O=C(CSc1ccc(Br)cc1)Nc1ccccc1Oc1ccccc1	11%	-6%	0%	i	7%
Cc1ccc(NC(=O)COC(=O)C(NS(=O)(=O)c2ccc(Cl)cc2)C(C)O)c(Br)c1 (configuration not stated)	44%	-7%	-10%	0.5%	-1%
O=S(=O)(c1ccc(Cl)cc1Br)N1CCCCC1	18%	-8%	-1%	i	3%
Cc1ccc(N2C(=O)C3ON(c4ccccc4)C(c4ccncc4)C3C2=O)cc1 (configuration not stated)	6%	-5%	-8%	1.2%	5%
COc1ccc(OC)c(CN2CCN(C(=O)c3cccc(S(=O)(=O)Nc4ccc(F)cc4)c3)CC2)c1	.	-8%	.	6.5%	.
Cc1ccnc2nc(C(=O)Nc3ccc(S(=O)(=O)N4CCCC4)cc3)nn12	-10%	4%	-7%	0.0%	-1%
O=C(COC(=O)c1ccccc1N1C(=O)C2C3CCC(C3)C2C1=O)c1ccccc1 (configuration not stated)	-3%	4%	-4%	0.5%	1%
CCCc1cc(=O)oc2cc(C)cc(OCc3nn[nH]n3)c12	16%	-5%	-9%	1.2%	-2%
COc1ccc2sc(N(CCCN(C)C)C(=O)c3ccc(C(=O)c4ccccc4)cc3)nc2c1	11%	22%	46%	6.4%	7%
COc1ccc(S(=O)(=O)NC2CCCCC2)cc1F	-4%	-8%	4%	4.7%	-9%
CCOc1ccc(NC(=O)C(c2ccccn2)N(C(=O)CCl)c2ccc(OC)cc2)cc1 (configuration not stated)	27%	6%	?	i	-9%
S=c1[nH]nc(-c2cc(-c3ccccc3)n[nH]2)n1/N=C/c1ccc(Br)s1	-7%	3%	5%	11%	21%
COc1ccccc1-n1c(SCC(=O)N(C)C)nnc1-c1ccco1	.	-4%	.	0.3%	.
Cc1ccc(OCCC(=O)Nc2c(C)n(C)n(-c3ccccc3)c2=O)cc1	-15%	-22%	-7%	0.5%	11%
Cc1c(C)c2ccc(OCC(=O)Nc3ccc(CN4CCOCC4)cc3)cc2oc1=O	32%	8%	3%	1.2%	7%
O=c1c2ccccc2ncn1Cc1ccco1	1%	30%	1%	0.6%	-3%
COc1ccc(-c2sc3cc(OC)ccc3c2-c2ccc(OCCN3CCOCC3)cc2)cc1	.	1%	.	4.8%	.
CCOc1ccc(N=C(C)c2ccccc2O)cc1	60%	7%	?	i	-9%	VEEV TC-83 Vero 10K pilot screen=0.1
CSc1nc(-c2ccccc2)nn1C(=O)c1ccc(C)cc1	40%	-8%	-7%	0.7%	-5%
O=S(=O)(Nc1nnc(-c2ccccc2)s1)c1ccc(Cl)cc1	26%	-1%	6%	2.1%	-3%
CCOc1ccc(-n2c(Cc3cc(=O)[nH]c(=O)[nH]3)nnc2SC(C)C)cc1	-8%	-10%	1%	2.4%	-5%
COc1ccc(CCN(Cc2cc3ccc(C)cc3[nH]c2=O)C(C)=O)cc1OC	-7%	1%	-1%	1.8%	5%
CC(=O)Nc1ccc(NC(=S)Nc2ccccc2)cc1	57%	6%	0%	4.7%	7%
CC(C)c1ccc(NC(=O)CCNS(=O)(=O)c2cccc3nonc23)cc1	-2%	2%	1%	1.5%	2%
Cc1cccc(C(=O)Nc2ccc(NC(=O)CN3CCOCC3)cc2)c1	-20%	10%	2%	1.2%	18%
Cc1c(Cc2ccccc2)c(=O)oc2c(C)c(OCc3nn[nH]n3)ccc12	22%	-3%	-9%	3.3%	6%
CC(CN(C)Cc1ccccc1)OC(=O)C1COc2ccccc2O1 (configuration not stated)	13%	-8%	4%	0.2%	-1%
CC(Nc1nc(-c2ccc(F)cc2)cs1)c1nc2cc(C(F)(F)F)ccc2n1CCCO (configuration not stated)	36%	10%	4%	0.7%	10%
CC(N)C(=O)c1ccco1 (configuration not stated)	-2%	-13%	-6%	0.3%	-9%
CCCCOc1ccc(C2C(=O)N(C3CCCCC3)CC(=O)N2CC2CCCO2)cc1 (configuration not stated)	17%	4%	1%	i	-1%
Cc1noc2ncnc(N3CCCCC3)c12	-3%	-3%	0%	1.5%	10%
O=C(CCn1c(=O)oc2ccccc21)Nc1ccc2c(c1)OCCO2	6%	2%	3%	0.8%	8%
Following part.
SMILES	tuberculosis growth	H1N1 NS1A inhibition	H37Rv inhibition	VEEV TC-83 Vero	PhoP GFP inhibition	others
O=C(c1cccs1)n1nc(-c2cccnc2)nc1NCc1ccco1	.	4%	.	6.7%	.
Cc1c(NC(=S)NC(NC(=O)CC(C)C)C(Cl)(Cl)Cl)c(=O)n(-c2ccccc2)n1C (configuration not stated)	-16%	6%	-1%	0.0%	-5%
O=C(/C=C/c1ccc([N+](=O)[O-])cc1)NCCc1ccccc1	33%	-10%	2%	0.9%	-6%
CC(C)CN(C(=O)CN1CCN(c2cccc(Cl)c2)CC1)c1c(N)n(CC(C)C)c(=O)[nH]c1=O	10%	-6%	-5%	2.2%	5%
COC(=O)C1CCN(C(=O)COC(=O)CC(NC(C)=O)c2ccccc2)CC1 (configuration not stated)	-13%	0%	-9%	1.0%	-7%
Cc1ccc(N(Cc2cc3ccccc3[nH]c2=O)S(C)(=O)=O)cc1	1%	5%	-6%	2.1%	1%
O=C(COc1ccccc1)Nc1nnc(-c2ccccc2)o1	.	-3%	59%	1.2%	8%
CC1Cc2ccccc2N1C1=CC(=O)CCC1 (configuration not stated)	27%	6%	0%	0.5%	3%
Cc1ccccc1CNC(=O)C1CCC(=O)N(CC2CCCCC2)C1 (configuration not stated)	12%	-9%	4%	5.5%	-3%
CN1C(=O)Cc2cc(S(=O)(=O)NCCc3ccc(Cl)cc3)ccc21	25%	4%	4%	0.5%	-1%
COCc1nc(-c2ccc(-c3ccc(OC)cc3)nc2OC)no1	.	26%	59%	5.9%	.
Nc1ncc(S(=O)(=O)c2ccc([N+](=O)[O-])cc2)s1	.	-1%	.	i	.
COCCCN(Cc1ccco1)C(=O)CSc1nc2ncccc2[nH]1	-23%	-4%	2%	1.6%	7%
Cc1ccccc1C(=O)N(C)c1ccccc1C(=O)NCc1ccccc1	-4%	-5%	-25%	3.4%	-8%
CN(C)c1ccc(NC(=S)N2CCN(c3ncc(C(F)(F)F)cc3Cl)CC2)cc1	4%	-17%	3%	i	13%
N=c1sc2ccccc2n1-c1ccccc1	11%	-4%	0%	3.9%	-6%
Cc1cccc(NC(=S)N(CCN(C)C)Cc2cc3cc(C)cc(C)c3[nH]c2=O)c1	71%	7%	9%	3.6%	-6%
CC[C@@]1(C(=O)OC)N[C@H](CN(C)C(=O)Nc2ccc(OC)cc2)[C@@H]2C(=O)N(C)C(=O)[C@@H]21	-6%	0%	0%	i	.
COc1ccc(C(=O)N2CCC3(CC2)NCCc2[nH]cnc23)cc1OC	-3%	1%	-4%	0.6%	0%
CCOc1ccc(-n2c(SCc3ccc([N+](=O)[O-])cc3)nnc2-c2ccccc2)cc1	-1%	3%	22%	2.6%	-8%

3 records picked at random from those above:
SMILES	tuberculosis growth	H1N1 NS1A inhibition	H37Rv inhibition	VEEV TC-83 Vero	PhoP GFP inhibition	others
COCCCN(Cc1ccco1)C(=O)CSc1nc2ncccc2[nH]1	-23%	-4%	2%	1.6%	7%
CCOc1ccc(-n2c(SCc3ccc([N+](=O)[O-])cc3)nnc2-c2ccccc2)cc1	-1%	3%	22%	2.6%	-8%
COc1ccc(C(=O)N2CCC3(CC2)NCCc2[nH]cnc23)cc1OC	-3%	1%	-4%	0.6%	0%

Back to the main list, repeating the four entries before the break.
SMILES	tuberculosis growth	H1N1 NS1A inhibition	H37Rv inhibition	VEEV TC-83 Vero	PhoP GFP inhibition	others
Cc1cccc(NC(=S)N(CCN(C)C)Cc2cc3cc(C)cc(C)c3[nH]c2=O)c1	71%	7%	9%	3.6%	-6%
CC[C@@]1(C(=O)OC)N[C@H](CN(C)C(=O)Nc2ccc(OC)cc2)[C@@H]2C(=O)N(C)C(=O)[C@@H]21	-6%	0%	0%	i	.
COc1ccc(C(=O)N2CCC3(CC2)NCCc2[nH]cnc23)cc1OC	-3%	1%	-4%	0.6%	0%
CCOc1ccc(-n2c(SCc3ccc([N+](=O)[O-])cc3)nnc2-c2ccccc2)cc1	-1%	3%	22%	2.6%	-8%
CN(C1CCCCC1)S(=O)(=O)c1ccc2c(c1)c(=O)c(C(=O)NCCN1CCCC1)cn2C	3%	16%	-11%	1.3%	-3%
Cc1cccc(NC(=O)CNC(=O)COC(=O)c2ccc(C(C)(C)C)cc2)c1C	21%	0%	-9%	i	.
CCOc1ccc(C(=O)Nc2cc(C)on2)cc1	1%	0%	2%	3.0%	6%
Nc1nonc1C(=O)NCCNCc1c(OCc2ccccc2F)ccc2ccccc12	46%	7%	40µM*	i	-2%

Compounds were not picked by outcome. Share with any hit: about 1.5%.
